GSK3B inh – inhibitors of human GSK3beta kinase | 0.038% of 300,000 active | P49841 | AID 2097 | activity score (negative = inhibition), % at 10 µM | GST-GSK3beta kinase, ADP-Glo luminescence, 60 min; hits give low values;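 active = more than half of replicate wells score below -50%, meaning over 50% inhibition versus plate controls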;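 also: 0% = median DMSO wells and -100% = median GW8510 positive control wells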
Target sequence (P49841 whole entry, looked up): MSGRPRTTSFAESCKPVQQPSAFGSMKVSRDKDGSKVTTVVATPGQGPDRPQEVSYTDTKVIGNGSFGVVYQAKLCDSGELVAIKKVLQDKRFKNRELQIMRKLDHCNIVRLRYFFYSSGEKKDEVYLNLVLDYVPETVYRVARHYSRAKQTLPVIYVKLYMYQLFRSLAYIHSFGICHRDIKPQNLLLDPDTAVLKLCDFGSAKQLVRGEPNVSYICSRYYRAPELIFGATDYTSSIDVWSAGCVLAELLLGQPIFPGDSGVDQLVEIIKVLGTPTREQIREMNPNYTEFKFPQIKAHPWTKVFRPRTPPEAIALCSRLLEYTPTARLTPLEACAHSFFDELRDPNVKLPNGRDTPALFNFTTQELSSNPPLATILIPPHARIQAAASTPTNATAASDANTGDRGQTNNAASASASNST
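Assay system: GST-fused GSK3beta enzyme, cell-free / Medium: Tris pH 7.5 buffer with MgCl2, DTT, BSA, heparin / Also added: peptide substrate plus 25 µM ATP (final) / Compound: 10 µM single point / Timing: kinase reaction with compound 60 min at room temperature / Detection: ADP-Glo luminescence / Benchmarks: DMSO neutral wells and GW8510 at 20 µM as positive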
KCNK3 inh – human KCNK3 channel inhibition, primary screen; O14649; CHO-KCNK3 thallium flux, FluxOR fluorescence; hits give low values; B-score at 10 µM; 0.84% of 340,000 active; AID 602410;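 active = B-score under library mean minus 4 SD, starting fluorescence ratio at most library mean plus 5 SD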;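 also: more negative B-score means stronger inhibition of thallium flux through KCNK3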
Target sequence (O14649 whole entry, looked up): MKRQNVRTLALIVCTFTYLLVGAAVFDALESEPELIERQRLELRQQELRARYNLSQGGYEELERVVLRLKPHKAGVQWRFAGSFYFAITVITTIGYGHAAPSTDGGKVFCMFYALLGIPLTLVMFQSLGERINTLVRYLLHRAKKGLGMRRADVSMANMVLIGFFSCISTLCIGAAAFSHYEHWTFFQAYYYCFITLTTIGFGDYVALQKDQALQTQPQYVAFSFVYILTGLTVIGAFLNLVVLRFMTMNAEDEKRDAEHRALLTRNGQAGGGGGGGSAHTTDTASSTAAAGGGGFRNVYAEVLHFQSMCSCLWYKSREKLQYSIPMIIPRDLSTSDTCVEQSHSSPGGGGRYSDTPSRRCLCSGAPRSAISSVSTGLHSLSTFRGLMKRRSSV
KCNQ1 act – potentiates or activates the human KCNQ1 potassium channel; 0.35% of 310,000 active; CHO-K1 KCNQ1, thallium flux FluxOR fluorescence; hits give high values; B-score at 10 µM; AID 2648;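 active = fluorescence ratio B-score, a plate-corrected score, at least three library SD, with initial intensity B-score within 5 SD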
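System: CHO-K1 cells stably expressing KCNQ1 / Medium: assay buffer for compound exposure, DMSO matched across wells / Reagent: thallium- and potassium-containing depolarizing buffer / Compound: one concentration, matched DMSO / Incubation: 20 min compound pretreatment at room temperature / Measured by: kinetic FluxOR fluorescence, 10 s baseline plus 110 s post-stimulus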
hERG rescue – hERG (human) protection from proarrhythmic block; Q12809; CHO-hERG, FluxOR thallium flux, dofetilide IC70 present; activation (rescue from dofetilide block), less the hit threshold, % at 10 µM; 0.51% of 310,000 active; AID 1511;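 active = activation above the mean of controls blocked by dofetilide plus 5 SD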;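 also: thallium influx through hERG after potassium depolarization seen as dye fluorescence rise; in these data hits start at about 4.7%; inactives centre near -7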
KCNK9 block – inhibitors of human KCNK9 two-pore domain potassium channel; HEK293 KCNK9, FluxOR thallium flux fluorescence; hits give low values; AID 488922; Q9NPC2; 1.2% of 310,000 active; B-score at 10 µM;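 active = ratio B-score over 3 SD below the library mean, with starting fluorescence within 5 SD of its mean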;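 also: negative B-score means less thallium flux so channel inhibition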
RGS4 act – RGS4 potentiation or activation; HEK293 M3R/inducible RGS4, carbachol calcium flux Fluo4; hits give low values; B-score at 10 µM; 0.92% of 310,000 active; AID 463111;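 active = B-score of the integrated calcium signal more than 4 SD below the library mean, with starting fluorescence not abnormally high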;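 also: negative B-score means reduced calcium response which marks RGS4 activation or potentiation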
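System: HEK293 FlpIn-TREx cells, stable M3R, doxycycline-inducible RGS4. Timing: overnight RGS4 induction, 30 min dye load 37 °C, 20 min compound RT. Also added: carbachol, ECmax concentration. Measured by: Fluo4 fluorescence kinetic imaging of calcium. Evaluation: integrated calcium ratio converted to B score.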
PolyA inhibitor – blocks polyadenylation in yeast reporter cells; S. cerevisiae SKY197-pL101 polyadenylation reporter, beta-gal luminescence; efflux-impaired pdr1/pdr3 knockout yeast; score 100 = 6 SD above DMSO; calls only at 12 µM; 0.02% of 300,000 active; AID 1875;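 active = lowest replicate activity score at least 50, where 100 means six control SD above control mean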;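 also: yeast exposed to compound for 9 h at 30 °C; higher score means more reporter readthrough which indicates perturbed polyadenylation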
Dyrk1A ADPGlo – Dyrk1A (rat) kinase inhibition; ADP-Glo luminescence, NFATc1 peptide; inhibition, % at 12.5 µM; 0.43% of 310,000 active; AID 504441; in the data active = inhibition above about 50%;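 also: plate controls were vehicle with enzyme for no effect and no enzyme for full effect; many of its hits are not listed in these tables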
GSK3A inh – blocks human GSK-3 alpha kinase | P49840 | ADP-Glo luminescence, 60 min | inhibition, % at 10 µM | 0.1% of 320,000 active | AID 2650;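 in the data active = inhibition above about 50%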;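 also: GST-tagged GSK-3 alpha with peptide substrate and 25 µM ATP; 0% = DMSO neutral wells and 100% = GW8510 positive control wells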
KCNQ1 block – blocks the human KCNQ1 potassium channel. P51787. CHO-K1 KCNQ1, FluxOR thallium flux fluorescence; hits give high values. B-score at 10 µM. 1.3% of 310,000 active;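 active = compounds whose thallium flux B-score, printed positive for inhibition, exceeds three library SD while starting fluorescence stays within three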;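 also: channel opened by potassium depolarization with thallium stimulus after 20 min compound exposure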
HDAC3 inhib – inhibitors of human histone deacetylase 3; recombinant HDAC3, fluorogenic peptide/trypsin coupled, fluorescence; O15379; AID 2718; inhibition, % at 8.3 µM; 0.15% of 320,000 active; in the data active = inhibition above about 26%, passing the limit was not always enough
* = called active by the depositor; i = inactive; / = not tested or not shown.

SMILES | GSK3B inh | KCNK3 inh | KCNQ1 act | hERG rescue | KCNK9 block | RGS4 act | PolyA inhibitor | Dyrk1A ADPGlo | GSK3A inh | KCNQ1 block | HDAC3 inhib
CC(=O)OC(C(=O)Nc1nccs1)c1ccccc1 (configuration not stated) | 4 | i | i | -14 | i | i | i | -3 | 0 | i | -1
CN(C)c1nc(N)nc(N(c2ccccc2)c2ccccc2)n1 | 0 | i | i | -10 | i | i | i | 1 | -1 | i | -6
Cc1ccc(NC(=O)NCCN2C(=O)C3C4C=CC(C4)C3C2=O)cc1 (configuration not stated) | -1 | i | i | -12 | i | i | i | 6 | / | i | -3
Cc1ccccc1N1CC(c2nc3ccccc3[nH]2)CC1=O (configuration not stated) | 0 | i | i | -12 | i | i | / | -10 | -3 | i | -2
O=C(O)C1CCN(Cc2cnn(-c3ccccc3)c2-n2cccc2)CC1 | / | i | i | -8 | i | i | i | 3 | -1 | i | -8
NC1=NC2(CCCC2)n2c(nc3ccccc32)N1 | 0 | i | i | -14 | i | i | i | 11 | 9 | i | -5
O=C(Cn1c(O)c(N=NC(=O)c2ccncc2)c2ccccc21)Nc1ccccc1 | -6 | / | i | -8 | i | i | i | / | 1 | i | /
Cn1cc(S(=O)(=O)Nc2ccc(Br)cc2F)c(=O)n(C)c1=O | 0 | i | i | -8 | i | i | i | -4 | -2 | i | -3
CCOc1cc(NC(=S)Nc2ccccc2)c(OCC)cc1NC(=O)c1ccccc1 | 1 | i | i | -9 | i | i | i | 0 | 6 | i | 9
Cn1cc(Br)c(C(=O)N/N=C/c2cccc(OC3CSC3)c2)n1 | 3 | i | i | -9 | i | i | i | -5 | 1 | i | -14
CCOc1ccccc1N1CCN(S(=O)(=O)c2cc(C)ccc2OC)CC1 | -27 | i | i | -5 | i | i | i | -6 | -2 | i | 3
COC(=O)c1cc2c(C)[nH]c(C)c2cc(C(=O)OC)c1=O | 1 | i | i | -4 | i | i | i | -4 | 1 | i | 2
Cc1ccc(C2=C(O)c3ccccc3C(=O)C2=O)cc1 | -6 | i | i | 2 | i | i | i | 5 | 1 | i | 1
CC(C)CN(CCNC(=O)CC1Oc2ccccc2NC1=O)CC(C)C (configuration not stated) | -2 | i | i | -3 | i | i | i | 4 | 6 | i | 6
Cc1ccc(C2NC(C(=O)O)CS2)cc1 (configuration not stated) | -5 | / | i | -13 | i | i | i | / | -2 | i | -3
CC1=C(C(=O)Nc2ccc(C)cc2C)C(c2ccc(C)o2)NC(=O)N1 (configuration not stated) | 1 | i | i | -10 | i | i | i | 1 | 0 | i | 6
CC1=NC(C)(C)Cc2cc(C)c(C)cc21 | 4 | i | i | -20 | i | i | i | -3 | 0 | i | 2
O=C(Nc1ccc(N2CCOCC2)c(Cl)c1)c1ccc(Cl)cc1 | -1 | i | i | 0 | i | i | i | 6 | -6 | i | -2
O=C(COc1ccc(Cl)cc1)NNC(=O)c1ccc2c(=O)n3c(nc2c1)CCC3 | 1 | i | i | -13 | i | i | i | -3 | 0 | i | 4
Cc1ccccc1CN1CCN(CC(=O)NCc2ccccc2)C1=O | 2 | i | i | -7 | i | i | i | -2 | -1 | i | -7
Cc1ccc(-c2nn[nH]n2)o1 | 1 | i | i | -11 | i | i | i | 2 | -3 | i | 0
Cc1ccc(-c2nnc(N(C)C(=O)c3cccnc3)s2)cn1 | 2 | i | i | -6 | i | i | i | -9 | 0 | i | 13
O=C(NCC1CCCO1)C(=O)NCC(c1ccco1)N1CCN(c2ccccc2)CC1 (configuration not stated) | -2 | i | i | -6 | i | i | i | 3 | 0 | i | -4
O=C1NC(c2ccccc2)Oc2ccccc21 (configuration not stated) | 1 | i | i | -10 | i | i | i | 3 | -1 | i | 3
CC(C)NC(=O)COC(=O)c1cncc(Br)c1 | 0 | i | i | -4 | i | i | i | -3 | 6 | i | 5
COc1ccc2[nH]c3c(=O)n(CCCCCC(=O)NCCC(C)C)c(=S)[nH]c3c2c1 | 2 | i | i | -7 | i | i | i | 3 | -1 | i | -7
Cc1cc(C)c(C(=O)C(C)OC(=O)C2=COCCO2)cc1C (configuration not stated) | -3 | i | i | -12 | i | i | i | -7 | 3 | i | -3
Cc1[nH]n(-c2ccccc2)c(=O)c1C(c1ccc(O)c([N+](=O)[O-])c1)c1c(C)[nH]n(-c2ccccc2)c1=O | -2 | i | i | -3 | i | i | i | 8 | 0 | i | 8
CCOC(=O)C1(CC2CCCCO2)CCN(Cc2ccc(OC)cc2F)CC1 (configuration not stated) | 2 | i | i | -11 | i | i | i | -3 | -5 | i | -1
O=c1oc2ccccc2c(N2CCCCC2)c1[N+](=O)[O-] | -1 | i | i | -4 | i | i | i | -3 | 8 | i | 8
COc1cccc(N2CCN(C(=O)CNC(=O)c3sc4ccccc4c3Cl)CC2)c1 | -1 | i | i | -10 | i | i | i | 3 | 2 | i | 1
Cc1ccc(C(=O)OCC(=O)NC(=O)Cc2ccccc2)c(O)c1 | -5 | i | i | -13 | i | i | i | -1 | -2 | i | -3
COCCCNS(=O)(=O)c1ccc2c3c(cccc13)C(=O)S2 | 1 | i | i | -12 | i | i | i | 2 | -1 | i | 4
O=C(C1CC1)N1CCN(c2nc3ccccc3s2)CC1 | 1 | i | i | -10 | i | i | i | 12 | -2 | i | 5
C/C(=N/Nc1ccccc1C(=O)O)c1cccs1 | 7 | i | i | -10 | i | i | i | 1 | -2 | i | 7
Cc1cc(Br)cc(C)c1NC(=O)c1ccccc1[N+](=O)[O-] | 2 | i | i | -8 | i | i | i | 0 | -6 | i | -1
CC1=C(C(=O)N2CCOCC2)C(c2cc(C)cs2)NC(=O)N1 (configuration not stated) | 0 | i | i | -6 | i | i | i | -5 | 3 | i | 1
CCOC(=O)C1=C(c2ccccc2)N=C2SCC(=O)N2C1c1ccc(OCC)c(OCC)c1 (configuration not stated) | 1 | i | i | 1 | i | i | i | -4 | -2 | i | -6
O=C(N(c1ccccc1)c1ccccc1)n1ccnc1 | -1 | i | i | -6 | i | i | i | -2 | 2 | i | -6
Cc1cc(NC(=O)C(C)Oc2ccc(Cl)cc2Cl)n(-c2ccccc2)n1 (configuration not stated) | 0 | i | i | -8 | i | i | i | 0 | 4 | i | -1
CCCOc1ccc(N2CC(C(=O)Nc3ccccc3OC)CC2=O)cc1 (configuration not stated) | -3 | i | i | -2 | i | i | i | -5 | -3 | i | 4
Cc1ccc(C(=O)OCC(=O)c2cc(C)n(CC3CCCO3)c2C)cc1 (configuration not stated) | -1 | i | i | -3 | i | i | i | / | -2 | i | -3
COc1ccc(C2Nc3ccccc3C(=O)N2O)cc1OC (configuration not stated) | -2 | i | i | -9 | i | i | i | 0 | 0 | i | 10
O=C(N/N=C/c1ccc[nH]1)c1cc(-c2cccs2)nc2ccccc12 | 2 | i | i | -5 | i | i | i | -5 | 1 | i | -2
CC(C)CCNC(=O)c1cc(S(=O)(=O)N2CCCCC2)ccc1N1CCOCC1 | -1 | i | i | -8 | i | i | i | 1 | -2 | i | -1
COc1ccccc1/C=N/NC(=O)C(=O)Nc1ccccc1OC(F)(F)C(F)F | 2 | i | i | -2 | i | i | i | -4 | -2 | i | 1
CC(C)OC(=O)[C@H]1[C@H](c2ccc(Cl)cc2)[C@@](C#N)(C(N)=O)[C@@H]2C=CC(C(N)=O)=CN21 | -2 | i | i | -10 | i | i | i | 18 | / | i | /
CCCC(=O)Nc1cc(C(=O)O)ccc1S(=O)(=O)c1ccc(C)cc1 | 2 | i | i | -9 | i | i | i | -6 | -6 | i | -1
CCc1noc(C)c1C(=O)OCC(=O)c1ccccc1OC | 1 | i | i | -14 | i | i | i | 1 | 0 | i | 1
CCN(C(=O)CSc1nnc(C)n1-c1ccccc1)C1CCS(=O)(=O)C1 (configuration not stated) | 0 | i | i | -14 | i | i | i | 0 | 2 | i | /
COc1ccc(-c2n[nH]c(=S)n2C2CCCCC2)cc1 | 2 | i | i | -6 | i | i | i | -4 | 2 | i | -2
COc1ccc(-c2nnc3ccc(SC)nn23)cc1 | -7 | i | i | -15 | i | i | i | 26 | 15 | i | -6
COc1ccc(CC(=O)Oc2ccccc2C)cc1S(=O)(=O)N1CCOCC1 | 1 | i | i | -12 | i | i | i | 6 | -2 | i | -1
CC1(C)Cc2c(sc3c2c(=O)n(-c2cccc(Cl)c2)c(=O)n3CC(N)=O)CO1 | 1 | i | i | -12 | i | i | i | -5 | -2 | i | -6
NC1=NC2(CCCCC2)N(c2cccc(Cl)c2)C(N)=N1 | 0 | i | i | -11 | i | i | i | -8 | -1 | i | 5
COC(=O)N/N=C(\C)c1ccc2ccccc2c1OC(F)F | 1 | i | i | -4 | i | i | i | -8 | 1 | i | 1
COc1cccc(-c2nn(C)c3sc(C(=O)NCc4ccc(C)cc4)cc23)c1 | 1 | i | i | -9 | i | i | i | -4 | -1 | i | 1
Cc1cc(C)cc(OC(=O)CCN2C(=O)C3C4C=CC(C5CC45)C3C2=O)c1 (configuration not stated) | -3 | i | i | -9 | i | i | i | -1 | -2 | i | 5
COc1cccc(/C=N/NC(=O)c2nnn(-c3nonc3N)c2C(C)C)c1 | 2 | i | i | -2 | i | i | i | / | 1 | i | -1
CCC(C)[C@@H](C(=O)Nc1ccc(OC)c(OC)c1)N1Cc2ccccc2C1=O (some centres not stated) | -2 | i | i | -8 | i | i | i | 0 | -2 | i | -2

Retrieved by compound from the list above:
SMILES | GSK3B inh | KCNK3 inh | KCNQ1 act | hERG rescue | KCNK9 block | RGS4 act | PolyA inhibitor | Dyrk1A ADPGlo | GSK3A inh | KCNQ1 block | HDAC3 inhib
COc1ccc(C2Nc3ccccc3C(=O)N2O)cc1OC (configuration not stated) | -2 | i | i | -9 | i | i | i | 0 | 0 | i | 10
COc1ccc(CC(=O)Oc2ccccc2C)cc1S(=O)(=O)N1CCOCC1 | 1 | i | i | -12 | i | i | i | 6 | -2 | i | -1

A second format for part of the listing above.
Under each structure – GSK3B inh | KCNK3 inh | KCNQ1 act | hERG rescue | KCNK9 block | RGS4 act | PolyA inhibitor | Dyrk1A ADPGlo | GSK3A inh | KCNQ1 block | HDAC3 inhib
Cc1ccccc1CN1CCN(CC(=O)NCc2ccccc2)C1=O
    2 | i | i | -7 | i | i | i | -2 | -1 | i | -7
NC1=NC2(CCCCC2)N(c2cccc(Cl)c2)C(N)=N1
    0 | i | i | -11 | i | i | i | -8 | -1 | i | 5

These rows are one share of the data; count on the stated rates, not on these rows.
